# TrxR1 substrate: substrates of rat thioredoxin reductase 1; O89049; purified TrxR1 substrate turnover, NADPH consumption readout; Potency, µM (highest dose often 114 µM), inactives show top-dose activity change, negative = substrate turnover; 390,000 tested, 0.01% active; AID 588456; also: potency is read from the fitted curve at half-maximal effect; % is scaled to controls: 0 for no effect and ±100 for the full control effect; nearly all actives have a fitted effect of over 50% in size
#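 Rat TrxR1, dispensed at 90 nM, was prereduced with 400 uM NADPH (final) for 5 min at ~22 deg C, then incubated with compound 15 min before 400 uM selenite. A first-read NADPH fluorescence drop versus no-compound background flagged substrates.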
# TRHR agonist: agonists of human TRH receptor | 360,000 tested, 0.18% active | P34981 | TRHR cells, calcium flux fluo-8, FDSS agonist mode | activation, % at 2 µM; in the data active = activation above about 30%; also: 0% is about no effect
#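 TRHR-expressing cells loaded with fluo-8 calcium dye; 23 nL library compound pin-transferred, kinetic FDSS fluorescence (Ex 480/Em 530) recorded about 180 s for agonist-induced calcium release, before a 10 nM TRH EC20 addition for potentiator mode.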
# TrxR1 inh: blocks rat thioredoxin reductase 1; O89049; recombinant rTrxR1, NADPH fluorescence consumption, selenite substrate; Potency, µM (highest dose often 114 µM), for inactives: at the highest dose activity change, negative = inhibition, usual class: inhibitors; 390,000 tested, 1% active; AID 588453; also: potency is read from the fitted curve at half-maximal effect; % is scaled to controls: 0 for no effect and ±100 for the full control effect; nearly all actives have a fitted effect of over 65% in size
#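 Rat TrxR1 (90 nM in the dispensed reagent) was pre-reduced with 400 uM NADPH for 5 min at room temperature, then incubated with compound for 15 min. After 400 uM selenite was added, NADPH fluorescence (Ex 340/Em 450 nm) was followed for 8 min.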
# mIDH1 inhibitor: human IDH1 R132H inhibition | 390,000 tested, 0.093% active | O75874 | Potency, µM (series often up to 76.6 µM), for the others: at the highest dose activity change, negative = inhibition, actives largely listed as inhibitors | AID 602179 | IDH1-R132H enzyme, NADPH consumption, diaphorase/resazurin fluorescence; also: potency is read from the fitted curve at half-maximal effect; % is scaled to controls: 0 for no effect and ±100 for the full control effect; nearly all actives have a fitted effect of over 65% in size
#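 IDH1-R132H (0.5 ug/mL dispensed) in pH 7.5 Tris buffer was preincubated 30 min with compound, then given a substrate mix of 0.016 mM NADPH and 2 mM alpha-KG for 80 min at room temperature; remaining NADPH was read by diaphorase/resazurin fluorescence.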
# D2 antagonist: antagonists of human D2 dopamine receptor; HEK293 TREx D2 cells, calcium flux, dopamine EC80; inhibition, % at 10 µM; AID 485344; P14416; 340,000 tested, 2% active; in the data active = inhibition above about 30%; also: 0% is about no effect
# Target sequence (P14416 whole entry, looked up): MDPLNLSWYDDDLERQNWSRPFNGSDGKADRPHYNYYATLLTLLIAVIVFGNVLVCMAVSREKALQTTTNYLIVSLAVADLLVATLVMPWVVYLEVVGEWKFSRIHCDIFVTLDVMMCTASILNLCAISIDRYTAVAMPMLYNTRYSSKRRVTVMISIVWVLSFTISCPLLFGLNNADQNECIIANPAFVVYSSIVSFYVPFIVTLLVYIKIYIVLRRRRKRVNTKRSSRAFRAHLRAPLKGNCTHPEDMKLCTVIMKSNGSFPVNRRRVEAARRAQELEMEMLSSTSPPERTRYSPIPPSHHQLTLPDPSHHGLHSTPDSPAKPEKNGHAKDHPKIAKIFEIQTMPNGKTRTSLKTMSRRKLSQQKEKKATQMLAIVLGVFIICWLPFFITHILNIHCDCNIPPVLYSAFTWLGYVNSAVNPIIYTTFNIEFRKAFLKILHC
#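 Calcium flux kinetic readout in an inducible HEK293 TREx D2 line plated overnight at 30 C. After 180 s compound exposure, an EC80 dopamine challenge follows with another 180 s kinetic read to detect antagonism.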
# PI4K2A inh: PI4K2A (human) kinase inhibition | 420,000 tested, 0.13% active | Q9BTU6 | purified PI4K2A, ADP-Glo luminescence, 1 h; hits give low values | activity change, negative = inhibition, % at 76.9 µM; in the data active = activity change below about -50%; inconclusive = mostly about -30% to -49%;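 also: -100% = wells without enzyme as full effect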
# Target sequence (Q9BTU6 whole entry, looked up): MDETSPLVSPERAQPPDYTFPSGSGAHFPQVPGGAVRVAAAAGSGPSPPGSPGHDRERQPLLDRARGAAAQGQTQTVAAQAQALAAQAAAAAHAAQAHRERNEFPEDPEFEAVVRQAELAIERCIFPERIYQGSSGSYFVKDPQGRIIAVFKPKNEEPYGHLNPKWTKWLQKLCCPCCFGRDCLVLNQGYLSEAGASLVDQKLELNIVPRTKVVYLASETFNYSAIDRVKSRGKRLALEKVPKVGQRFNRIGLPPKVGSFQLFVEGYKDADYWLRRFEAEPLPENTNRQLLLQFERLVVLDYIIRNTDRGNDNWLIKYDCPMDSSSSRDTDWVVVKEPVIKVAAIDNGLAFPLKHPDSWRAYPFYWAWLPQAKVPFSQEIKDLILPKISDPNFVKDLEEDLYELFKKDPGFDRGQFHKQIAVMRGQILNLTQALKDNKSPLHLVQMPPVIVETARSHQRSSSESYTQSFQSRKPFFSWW
#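 In this quantitative HTS, ADP production by PI4K2A was quantified luminescently after 1 h at ambient temperature; 100 microM adenosine served as plate-quality control.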
# TRHR PAM: allosteric enhancers of human TRH receptor | P34981 | TRHR cells, fluo-8 calcium fluorescence, EC20 TRH enhancement | enhancement, % at 2 µM | 360,000 tested, 0.66% active | AID 493056; in the data active = enhancement above about 30%; also: 0% is about no effect
#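 Enhancer read-out: after compound pinning and an initial kinetic agonist-mode read, an EC20 of TRH (10 nM final) was injected and fluo-8 calcium signal (Ex 480/Em 530) followed at 1 s/cycle for 100 cycles in TRHR-expressing cells.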
# D2 ag: activates the human D2 dopamine receptor; HEK293 T-REx D2 cells, calcium flux agonist mode; 340,000 tested, 0.53% active; activation, % at 2 µM; P14416; AID 485358;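 active = activation over 3 SD above normal in the single-dose calcium agonist read, cut at about 30% in these data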; also: 0% is about no effect
#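 Tetracycline-induced HEK293 Trex cells with D2 receptor force-coupled to calcium signaling, plated overnight at 30 C and loaded with no-wash calcium dye. Calcium flux read kinetically for 180 s after compound addition; responses flag agonists.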
# USP1 inh: blocks the human USP1/UAF1 deubiquitinase complex | O94782 | recombinant USP1/UAF1, Ub-Rhodamine cleavage fluorescence | Potency, µM (highest dose often 57.1 µM), for the others: top-dose activity change, negative = inhibition, hits mostly inhibitors | 390,000 tested, 0.23% active; also: potency is read from the fitted curve at half-maximal effect; % is scaled to controls: 0 for no effect and ±100 for the full control effect; nearly all actives have a fitted effect of over 60% in size; inactives centre near -12
#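 In this screen, compounds sit with the deubiquitinase complex (1nM) for 15 min at room temperature before Ub-Rho is added at 150nM final. Fluorescence rise is then followed for 6 reads every 60 seconds.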
# * marks the source's active call; other numbers are inactive results; ? = inconclusive; · = no result given; [ ] = dose if it differs, or a comment. Unless noted, calls follow the shape of the dose curve; as a rule, active = well fitted inhibition curve with a large enough effect; inconclusive = small, poorly fitted or top-dose-only effect; inactive = no such curve, though single readings can be large or run the other way. Random draw from the library; any-hit rate near 3.9%.
SMILES | TrxR1 substrate | TRHR agonist | TrxR1 inh | mIDH1 inhibitor | D2 antagonist | PI4K2A inh | TRHR PAM | D2 ag | USP1 inh
Cc1nn(-c2ccccc2)c(N2CCCC2)c1/C=C1\N=C(c2ccccc2)OC1=O | 8%[57.1 µM] | 0.6 | -2%[57.1 µM] | 9% | · | -18 | 1 | · | -7%
Cc1sc2ncnc(OCC(=O)NC(C)C)c2c1C | 1% | 0.1 | 3% | 7% | 4 | -16 | 0 | -0.6 | 7%
COC(=O)c1cc(CNC(=O)C(C)NS(=O)(=O)c2ccc(C)c(C)c2)ccc1OC (stereo unspecified) | 3%[57.1 µM] | 0.0 | 7%[57.1 µM] | 0% | -25 | -2 | -7 | 0.0 | -18%
Cc1ccc(C(=O)Nc2cccnc2N2CCN(C)CC2)cc1 | -1% | 0.2 | 12% | 28% | 10 | 0 | -4 | -0.3 | -19%
C=C(C)COc1ccc2c(C)c(CC(=O)N3C[C@H]4C[C@@H](C3)c3cccc(=O)n3C4)c(=O)oc2c1 | 170%[activator] | 0.6 | -12% | -6% | -10 | -3 | -2 | 0.3 | -10%
O=C1CSC(c2cccc([N+](=O)[O-])c2)N1c1ccccc1 (stereo unspecified) | 4% | -0.6 | 13%[57.1 µM] | -4% | 8 | 1 | -5 | -0.1 | 8%
COc1cc(/C=N/N(C)C)ccc1OC(=O)c1cccs1 | 5%[57.1 µM] | -0.5 | ? | 5% | -13 | 1 | 4 | -0.7 | -12%
CCOC(=O)c1[nH]c(C)c(C(=O)NC2CCCCCC2)c1C | -24%[57.1 µM] | -0.5 | 10%[57.1 µM] | 10% | 11 | 0 | 2 | 0.7 | -15%
O=c1oc2ccc3ccccc3c2cc1-c1nnc(Nc2cccc(C(F)(F)F)c2)s1 | 10% | 0.7 | 19% | · | · | -1 | -10 | · | -9%
O=C(Nc1ccc(Nc2ccccc2)cc1)c1c(F)c(F)c(F)c(F)c1F | -9%[57.1 µM] | 1.6 | -13%[57.1 µM] | 7% | -1 | 0 | -18 | 2.5 | -11%
Cc1ccc2c(c1)nnn2C1CCN(S(=O)(=O)c2ccc(C(=O)N3CC(C)CC(C)C3)cc2)CC1 (stereo unspecified) | 5%[57.1 µM] | -1.1 | 17%[57.1 µM] | 0% | 5 | 4 | 1 | -0.7 | -9%
CC(C)CNS(=O)(=O)c1ccc(OCC(=O)Nc2ccc(F)cc2F)cc1 | -4%[57.1 µM] | 0.1 | 8%[57.1 µM] | 3% | 28 | -3 | 1 | 0.2 | -9%
O=C(c1cnccn1)N1CCN(S(=O)(=O)c2ccc3ccccc3c2)CC1 | -9% | -0.1 | -18% | 0% | -4 | 4 | -2 | 0.8 | -24%
O=C(NNc1c2ccccc2nc2ccccc12)c1ccc(O)cc1 | 1% | -2.7 | 6% | 9% | · | -2 | 2 | · | -22%
COc1ccc(S(=O)(=O)N2CCCC2CNC(=O)C(=O)NCCc2ccccc2)cc1 (stereo unspecified) | -9% | -0.2 | 0% | 2% | 1 | 3 | 2 | 2.7 | -12%
COc1ccc(CCC2(C)NC(=O)N(C(C)C(=O)Nc3ccccc3F)C2=O)cc1 (stereo unspecified) | -5% | -0.8 | -1% | 7% | -5 | 3 | -1 | 0.0 | -21%
COc1ccc(NC(=O)CCc2nnc3ccc(NCc4ccco4)nn23)cc1 | 4% | 0.1 | -1% | 13% | -22 | -5 | -3 | -2.0 | -7%
COc1ccccc1C(=O)Nc1nnc(SCC(=O)NCc2ccco2)s1 | 2% | -0.6 | -3% | 10% | 13 | 2 | -3 | 0.1 | -9%
CCOC(=O)C1CCN(C(=O)C2CCN(S(=O)(=O)N3CCCC3)CC2)CC1 | 15% | 0.3 | 28% | 8% | -2 | 5 | 5 | 0.5 | -2%
Cc1ccc(S(=O)(=O)CC(=O)Nc2nnc(C(C)(C)C)s2)cc1 | 0%[57.1 µM] | -0.7 | 14%[57.1 µM] | -3% | -2 | 7 | 1 | -0.2 | 1%
CCC12C(=O)C(CC)(C(c3ccccc3)=C1c1ccccc1)[C@@H]1C(=O)N(c3ccccc3)C(=O)C12 (stereo partly specified) | -3% | 0.1 | 14% | 11% | 6 | -3 | -6 | 0.8 | -15%
O=C(NC(Cc1ccccc1)C(=O)N1CCN(S(=O)(=O)c2ccccc2F)CC1)c1ccccc1 (stereo unspecified) | 0% | 0.3 | 7% | -1% | 19 | -5 | 0 | -0.1 | -4%
Cc1cc(OCC(=O)N2CCCC2)cc(C)c1Cl | -24%[11.4 µM] | -3.1 | -2%[57.1 µM] | 7% | · | -3 | 7 | · | -17%
Cc1ccc(NCC(=O)N/N=C\c2ccc[nH]2)cc1 | -10% | -0.1 | -13% | -12% | 12 | -1 | -6 | 0.1 | -20%
C[C@]12C=C[C@H](O)CC1=CCC1C2CC[C@@]2(C)C1CCC21OCCO1 (stereo partly specified) | -1% | · | 16% | -2% | · | 6 | · | · | -8%

# The last two compounds of the part above lead into the next:
SMILES | TrxR1 substrate | TRHR agonist | TrxR1 inh | mIDH1 inhibitor | D2 antagonist | PI4K2A inh | TRHR PAM | D2 ag | USP1 inh
Cc1ccc(NCC(=O)N/N=C\c2ccc[nH]2)cc1 | -10% | -0.1 | -13% | -12% | 12 | -1 | -6 | 0.1 | -20%
C[C@]12C=C[C@H](O)CC1=CCC1C2CC[C@@]2(C)C1CCC21OCCO1 (stereo partly specified) | -1% | · | 16% | -2% | · | 6 | · | · | -8%
O=C(COc1ncnc2sccc12)N1CCN(C(=O)c2ccco2)CC1 | 13% | 0.4 | 24%[57.1 µM] | 2% | 26 | -12 | -6 | -0.5 | 4%
CCC(=NCCc1c(C)[nH]c2ccc(OC(F)(F)F)cc12)C1=C(O)CC(c2ccccc2)CC1=O (stereo unspecified) | -12%[57.1 µM] | 0.2 | 10%[57.1 µM] | 7% | 10 | 0 | 1 | 1.5 | -16%
COc1ccc(-c2[nH]c(-c3ccccc3)nc2SCC(=O)Nc2ccc3c(c2)OCO3)cc1 | -4% | -0.8 | -7% | 0% | · | -1 | -6 | -0.3 | -21%
CCCCCSc1nnc(-c2ccccc2N)c(=O)[nH]1 | 0% | 0.9 | 9% | -2% | -2 | -3 | -4 | -0.5 | -10%
O=C(Nc1nnc(C2=COCCO2)o1)c1cccc(F)c1 | -9% | 0.3 | -4% | 0% | · | -8 | 13 | · | -20%
O=C(Nc1ccccc1C(F)(F)F)c1ccc(F)c(S(=O)(=O)N2CCc3ccccc3C2)c1 | -2%[57.1 µM] | 0.5 | 20%[57.1 µM] | -1% | · | 2 | -7 | 1.0 | -17%
CCN(CC(=O)Nc1ccc(C)c(F)c1)CC(=O)NC(C)C | 7% | 0.0 | 21%[57.1 µM] | 4% | -23 | -3 | 0 | 2.1 | 1%
O=C(CSc1cccc2cccc(Cl)c12)OCC(=O)N1CCN(C(=O)c2ccco2)CC1 | 6% | 0.7 | ? | 10% | -18 | -2 | 4 | -0.5 | -15%
Cc1ccc(CN2CCNC(=O)C2CC(=O)NCc2cc(C)n(C)n2)cc1 (stereo unspecified) | -5% | 1.0 | ? | 8% | 7 | 10 | 3 | -0.3 | -12%
CCOC(=O)c1sc(NC(=O)CSc2n[nH]c(C)n2)nc1C | -16% | 0.4 | -21% | 0% | 10 | 1 | -3 | 0.0 | -20%
NS(=O)(=O)c1cccc(NC(=O)CN2CCc3ccccc32)c1 | 7%[57.1 µM] | 0.0 | 12% | 9% | 9 | 8 | 0 | 0.4 | -11%

# Reprinted at random: 4 compounds from above
SMILES | TrxR1 substrate | TRHR agonist | TrxR1 inh | mIDH1 inhibitor | D2 antagonist | PI4K2A inh | TRHR PAM | D2 ag | USP1 inh
COc1cc(/C=N/N(C)C)ccc1OC(=O)c1cccs1 | 5%[57.1 µM] | -0.5 | ? | 5% | -13 | 1 | 4 | -0.7 | -12%
Cc1sc2ncnc(OCC(=O)NC(C)C)c2c1C | 1% | 0.1 | 3% | 7% | 4 | -16 | 0 | -0.6 | 7%
Cc1ccc(S(=O)(=O)CC(=O)Nc2nnc(C(C)(C)C)s2)cc1 | 0%[57.1 µM] | -0.7 | 14%[57.1 µM] | -3% | -2 | 7 | 1 | -0.2 | 1%
Cc1cc(OCC(=O)N2CCCC2)cc(C)c1Cl | -24%[11.4 µM] | -3.1 | -2%[57.1 µM] | 7% | · | -3 | 7 | · | -17%

# Four entries already listed, ordered by their value in TrxR1 inh, descending:
structure	TrxR1 substrate	TRHR agonist	TrxR1 inh	mIDH1 inhibitor	D2 antagonist	PI4K2A inh	TRHR PAM	USP1 inh
CCC12C(=O)C(CC)(C(c3ccccc3)=C1c1ccccc1)[C@@H]1C(=O)N(c3ccccc3)C(=O)C12 (stereo partly specified)	-3%	0.1	14%	11%	6	-3	-6	-15%
COc1ccc(S(=O)(=O)N2CCCC2CNC(=O)C(=O)NCCc2ccccc2)cc1 (stereo unspecified)	-9%	-0.2	0%	2%	1	3	2	-12%
COc1ccc(CCC2(C)NC(=O)N(C(C)C(=O)Nc3ccccc3F)C2=O)cc1 (stereo unspecified)	-5%	-0.8	-1%	7%	-5	3	-1	-21%
C=C(C)COc1ccc2c(C)c(CC(=O)N3C[C@H]4C[C@@H](C3)c3cccc(=O)n3C4)c(=O)oc2c1	170%[activator]	0.6	-12%	-6%	-10	-3	-2	-10%

# Quoted from the listing:
# O=C(Nc1ccccc1C(F)(F)F)c1ccc(F)c(S(=O)(=O)N2CCc3ccccc3C2)c1 @ TrxR1 inh: 20%[57.1 µM]
# CCN(CC(=O)Nc1ccc(C)c(F)c1)CC(=O)NC(C)C @ mIDH1 inhibitor: 4%

# Screening results from PubChem BioAssay.
